NR2F2 inh – NR2F2 transcriptional activity inhibitors, primary screen, cell-based, luciferase reporter, HEK293T, luminescence. COUP transcription factor 2 (Homo sapiens), P24468. HEK293T NGFI-A luciferase reporter. AID 686940, 2013. hit rate 0.7% among 370,000. inhibition, % at 8.6 µM;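 active = inhibition above a per-plate cutoff, mean inhibition of test wells between control levels plus 3 SD, cut at about 38% in these data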;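 also: cells cotransfected with COUP-TFII expression vector driving the NGFI-A reporter; 0% = median of COUP-TF2 test wells and 100% = reporter-only cells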
TROY NFkB inh – inhibitors of TROY-driven NF-kB signaling, primary screen, Q293 LMP1-TROYcd cells, NF-kB luciferase, uHTS; Q293 LMP1-TROYcd NF-kB luciferase reporter, 4 h; inhibition, % at 10 µM; hit rate 0.98% among 360,000;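 active = compounds whose plate-normalised and pattern-corrected inhibition of the luciferase reporter signal at the single screening dose is 50% or more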
SRC3 inh – SRC3 coactivator transcriptional activity inhibitors, primary screen, cell-based, luminescence | Nuclear receptor coactivator 3 (Homo sapiens), Q9Y6Q9 | HEK293 GAL4-SRC3 luciferase reporter | inhibition, % at 3.6 µM | hit rate 0.17% among 360,000 | AID 588352, 2011;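 active = inhibition above a per-campaign cutoff, the mean of all compounds plus 3 SD, cut at about 60% in these data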;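 also: 0% = DMSO-treated cells and 100% = gossypol-treated cells at 36 µM; higher means less SRC3-driven luciferase light from the GAL4 reporter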
NR5A2 inv ag – LRH-1 (NR5A2) inverse agonists, primary screen, cell-based, luminescence, HEK293T, StAR-luciferase reporter | Nuclear receptor subfamily 5 group A member 2 (Homo sapiens), O00482 | LRH-1 transfected, 24 h | inhibition, % at 3.6 µM | hit rate 0.13% among 360,000 | AID 602396, 2012;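 active = inhibition above the mean inhibition of all tested compounds plus 3 SD, cut at about 73% in these data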;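 also: 0% = DMSO wells and 100% = reporter-only cells lacking LRH-1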
Granule exo inh – LAMP-1 surface exposure blockers, TALL-104 cells – cell-based, flow cytometry, MLPCN library, primary screen | TALL-104 LAMP-1 surface exposure; cells stimulated with thapsigargin and PMA | inhibition, % at 10 µM | hit rate 0.66% among 360,000 | AID 651702, 2012;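 active = inhibition above about 55%, limit read from the data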
TWEAK-Fn14 inh – inhibitors of TWEAK-Fn14 signaling, primary screen, luciferase reporter cells, uHTS; TWEAK-stimulated Fn14 reporter cells, luciferase luminescence, 8 h; inhibition, % at 10 µM; hit rate 2% among 360,000; in the data active = inhibition above about 50%
SRC2 inh – inhibition of GAL4-SRC2 driven luciferase reporter, primary screen, SRC2 inhibitor project, cell-based, luminescence; HEK293 GAL4-SRC2 luciferase reporter; inhibition, % at 9 µM; hit rate 0.17% among 370,000; AID 651957, 2012;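 active = inhibition above the mean inhibition of all tested compounds plus 3 SD, set per campaign, cut at about 52% in these data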;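 also: 0% = DMSO treated cells and 100% = cells given Gossypol at 36 µM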
NOD2 RIPK2 PPI – NOD2-RIPK2 binding disruptors in cells, primary screen, fluorescence, CHO cells, BLA complementation. Receptor-interacting serine/threonine-protein kinase 2 (Homo sapiens), O43353. hit rate 0.38% among 360,000. CCF4 ratio. inhibition, % at 4.98 µM; in the data active = inhibition above about 21%;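 also: 0% = vehicle only and 100% = reference blocker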
ABHD5 PLIN5 PPI – ABHD5-PLIN5 interaction inhibitors, primary screen, cell lysate, split luciferase complementation, luminescence; hit rate 0.78% among 360,000; Split G. princeps luciferase complementation, 4 h; inhibition, % at 4 µM; Perilipin-5 (Homo sapiens) + 1-acylglycerol-3-phosphate O-acyltransferase ABHD5 (Homo …;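 active = inhibition above the mean inhibition across every tested compound plus 3 SD, cut at about 22% in these data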;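 also: 0% = DMSO only wells and the 100% control is not disclosed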
TLR9-MyD88 inh – inhibitors of TLR9-MyD88 association in cells, primary screen, cell-based, CHO, BLA complementation, fluorescence; Toll-like receptor 9 (Homo sapiens) + Myeloid differentiation primary response protein …; CCF4 FRET ratio; inhibition, % at 4.98 µM; hit rate 0.21% among 340,000;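 active = inhibition above the mean over all tested compounds plus 3 SD, cut at about 21% in these data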;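 also: 0% = DMSO only wells and 100% = clavulanate BLA inhibitor control wells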
NCOA1 inh – SRC1 coactivator transcriptional activity inhibitors, primary screen, cell-based, luminescence | hit rate 0.12% among 360,000 | inhibition, % at 3.6 µM | HEK293 GAL4-SRC1 luciferase reporter | Nuclear receptor coactivator 1 (Homo sapiens), Q15788 | AID 588354, 2011;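 active = inhibition above the campaign mean plus 3 SD, with each screening campaign given its own cutoff, cut at about 60% in these data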;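 also: 0% = DMSO treated cells and 100% = gossypol at 36 µM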
Target sequence (Q15788 whole entry, looked up, the tested form may be a part): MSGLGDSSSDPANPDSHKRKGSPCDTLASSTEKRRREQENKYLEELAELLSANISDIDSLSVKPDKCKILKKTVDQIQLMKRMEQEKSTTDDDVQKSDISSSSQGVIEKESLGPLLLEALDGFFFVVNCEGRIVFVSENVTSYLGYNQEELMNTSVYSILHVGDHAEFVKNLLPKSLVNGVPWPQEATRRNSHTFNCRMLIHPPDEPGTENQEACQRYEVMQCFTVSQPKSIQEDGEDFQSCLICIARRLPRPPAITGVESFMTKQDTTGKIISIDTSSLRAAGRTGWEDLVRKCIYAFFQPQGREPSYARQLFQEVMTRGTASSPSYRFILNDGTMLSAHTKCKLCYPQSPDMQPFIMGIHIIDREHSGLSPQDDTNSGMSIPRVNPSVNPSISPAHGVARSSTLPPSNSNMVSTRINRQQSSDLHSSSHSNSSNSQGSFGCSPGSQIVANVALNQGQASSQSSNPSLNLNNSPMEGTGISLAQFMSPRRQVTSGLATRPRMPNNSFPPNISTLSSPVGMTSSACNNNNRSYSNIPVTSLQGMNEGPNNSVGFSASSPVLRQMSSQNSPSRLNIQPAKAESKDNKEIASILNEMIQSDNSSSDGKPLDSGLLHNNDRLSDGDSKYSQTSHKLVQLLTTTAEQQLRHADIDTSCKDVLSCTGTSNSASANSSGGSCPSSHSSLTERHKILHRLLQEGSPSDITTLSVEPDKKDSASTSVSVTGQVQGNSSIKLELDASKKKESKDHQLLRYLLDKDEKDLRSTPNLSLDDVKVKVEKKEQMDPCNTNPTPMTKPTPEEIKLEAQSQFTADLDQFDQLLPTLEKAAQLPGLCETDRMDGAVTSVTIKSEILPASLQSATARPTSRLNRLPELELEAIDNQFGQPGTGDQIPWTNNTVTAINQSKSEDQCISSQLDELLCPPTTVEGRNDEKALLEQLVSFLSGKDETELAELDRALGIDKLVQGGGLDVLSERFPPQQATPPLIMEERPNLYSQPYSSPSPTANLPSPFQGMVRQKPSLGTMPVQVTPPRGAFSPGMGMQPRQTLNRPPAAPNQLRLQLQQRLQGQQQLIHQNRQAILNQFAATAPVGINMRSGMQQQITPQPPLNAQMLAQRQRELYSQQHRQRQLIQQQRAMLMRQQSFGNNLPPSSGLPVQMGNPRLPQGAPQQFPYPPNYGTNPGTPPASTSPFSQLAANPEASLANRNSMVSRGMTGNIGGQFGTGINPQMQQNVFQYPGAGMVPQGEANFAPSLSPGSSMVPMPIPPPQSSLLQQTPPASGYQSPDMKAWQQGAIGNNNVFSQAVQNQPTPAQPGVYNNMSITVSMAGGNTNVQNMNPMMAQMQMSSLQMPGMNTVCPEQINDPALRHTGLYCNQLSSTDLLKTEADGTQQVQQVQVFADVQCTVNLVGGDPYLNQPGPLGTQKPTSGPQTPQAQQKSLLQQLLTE
Numbers without * were called inactive. A portion of the library; count on the stated rates, not on these rows.

Results for CCOC(=O)Cn1c(=O)c(-c2ccccc2NCc2ccccc2)nc2ccccc21 ?
NR2F2 inh: 10; TROY NFkB inh: 10; SRC3 inh: 14; NR5A2 inv ag: 18; Granule exo inh: 8; TWEAK-Fn14 inh: 5; SRC2 inh: 15; NOD2 RIPK2 PPI: -4; ABHD5 PLIN5 PPI: -2; TLR9-MyD88 inh: 2; NCOA1 inh: -16

How did Cc1ccc(C(C)C)c(OCC(=O)OCc2c(C)noc2C)c1 do in these assays?
NR2F2 inh: 7; TROY NFkB inh: -1; SRC3 inh: -13; NR5A2 inv ag: 18; Granule exo inh: -1; TWEAK-Fn14 inh: 0; SRC2 inh: -7; NOD2 RIPK2 PPI: -5; ABHD5 PLIN5 PPI: -4; TLR9-MyD88 inh: 0; NCOA1 inh: 2

Results for CNc1cc(C)c(C#N)c2nc3ccccc3n12 ?
NR2F2 inh: -30; TROY NFkB inh: -38; SRC3 inh: 11; NR5A2 inv ag: 17; Granule exo inh: 4; TWEAK-Fn14 inh: -2; SRC2 inh: -52; NOD2 RIPK2 PPI: 0; ABHD5 PLIN5 PPI: 1; TLR9-MyD88 inh: -12; NCOA1 inh: 13

What do the screens show for `O=C(O)c1ccccc1C(=O)Nc1ccc(-c2csc(-c3ccccc3)n2)cc1`?
NR2F2 inh: -17; TROY NFkB inh: -70; SRC3 inh: -76; NR5A2 inv ag: -105; Granule exo inh: 0; TWEAK-Fn14 inh: -10; SRC2 inh: -51; NOD2 RIPK2 PPI: -6; ABHD5 PLIN5 PPI: 4; TLR9-MyD88 inh: 3; NCOA1 inh: -111

Results for Cc1ccc(CCNC(=O)C2CCCN(S(=O)(=O)c3cccs3)C2)cc1 (stereo not given) ?
NR2F2 inh: -7; TROY NFkB inh: 15; SRC3 inh: -7; NR5A2 inv ag: -11; Granule exo inh: -1; TWEAK-Fn14 inh: -3; SRC2 inh: 8; NOD2 RIPK2 PPI: -1; ABHD5 PLIN5 PPI: -6; TLR9-MyD88 inh: -3; NCOA1 inh: -11

What do the screens show for `O=C(COC(=O)c1ccc2c(c1)C(=O)N(Cc1ccncc1)C2=O)Nc1cccc2ccccc12`?
NR2F2 inh: -4; TROY NFkB inh: 26; SRC3 inh: 8; NR5A2 inv ag: -2; Granule exo inh: 1; TWEAK-Fn14 inh: -22; SRC2 inh: -10; NOD2 RIPK2 PPI: 0; ABHD5 PLIN5 PPI: -2; TLR9-MyD88 inh: 3; NCOA1 inh: -5

What do the screens show for `CCN1CCN(C(=O)c2ccc3c(c2)N(Cc2ccccc2)C(=O)c2ccccc2S3(=O)=O)CC1`?
NR2F2 inh: 5; TROY NFkB inh: 0; SRC3 inh: 5; NR5A2 inv ag: 13; Granule exo inh: 0; TWEAK-Fn14 inh: 9; SRC2 inh: 27; NOD2 RIPK2 PPI: -3; ABHD5 PLIN5 PPI: -3; TLR9-MyD88 inh: -5; NCOA1 inh: -13

How did Cc1cc(C)c(C2=CSC3=NS(=O)(=O)CCN23)c(C)c1 do in these assays?
NR2F2 inh: 1; TROY NFkB inh: -8; SRC3 inh: 4; NR5A2 inv ag: 8; Granule exo inh: -1; TWEAK-Fn14 inh: 6; SRC2 inh: 15; NOD2 RIPK2 PPI: -4; ABHD5 PLIN5 PPI: 7; TLR9-MyD88 inh: 3; NCOA1 inh: 0

How did COc1ccc(OC)c(Nc2nc(NCc3ccco3)nc(N)c2[N+](=O)[O-])c1 do in these assays?
NR2F2 inh: -1; TROY NFkB inh: -3; SRC3 inh: 4; NR5A2 inv ag: 32; Granule exo inh: -2; TWEAK-Fn14 inh: -31; SRC2 inh: 1; NOD2 RIPK2 PPI: -13; ABHD5 PLIN5 PPI: 3; NCOA1 inh: 3

What do the screens show for `O=C(N/N=C/c1c[nH]c2ccccc12)c1ccc([N+](=O)[O-])cc1Cl`?
TROY NFkB inh: -16; SRC3 inh: 4; NR5A2 inv ag: 9; Granule exo inh: -10; TWEAK-Fn14 inh: -8; NOD2 RIPK2 PPI: -10; ABHD5 PLIN5 PPI: 3; TLR9-MyD88 inh: -2; NCOA1 inh: -3

How did c1ccc(CN2CCC3(CC2)Nc2ccccc2CO3)cc1 do in these assays?
NR2F2 inh: -10; TROY NFkB inh: -10; SRC3 inh: 7; NR5A2 inv ag: -8; Granule exo inh: -1; TWEAK-Fn14 inh: -9; SRC2 inh: -8; NOD2 RIPK2 PPI: -17; ABHD5 PLIN5 PPI: 3; TLR9-MyD88 inh: 1; NCOA1 inh: 12

How did CCN(C(=O)CSc1cc(C)c2ccccc2n1)c1c(N)n(Cc2ccccc2)c(=O)[nH]c1=O do in these assays?
NR2F2 inh: -10; TROY NFkB inh: 1; SRC3 inh: -10; NR5A2 inv ag: 3; Granule exo inh: 4; TWEAK-Fn14 inh: -12; SRC2 inh: -13; NOD2 RIPK2 PPI: -2; ABHD5 PLIN5 PPI: 2; TLR9-MyD88 inh: 1; NCOA1 inh: 13

Results for CCOc1ccc(CN2CCN(C3CCC3)CC2CCO)cc1 (stereo not given) ?
NR2F2 inh: -44; TROY NFkB inh: -10; SRC3 inh: -18; NR5A2 inv ag: -2; Granule exo inh: 26; TWEAK-Fn14 inh: 0; SRC2 inh: -65; NOD2 RIPK2 PPI: -3; ABHD5 PLIN5 PPI: 12; TLR9-MyD88 inh: -5; NCOA1 inh: -7

Results for COc1cccc(NC(=O)CS(=O)(=O)Cc2nc(-c3ccc(C)cc3)oc2C)c1 ?
NR2F2 inh: 6; TROY NFkB inh: -2; SRC3 inh: 21; NR5A2 inv ag: 13; Granule exo inh: -5; TWEAK-Fn14 inh: 2; SRC2 inh: -9; NOD2 RIPK2 PPI: 1; ABHD5 PLIN5 PPI: 2; TLR9-MyD88 inh: 8; NCOA1 inh: -20

Results for c1csc(Cc2nc3ccccc3[nH]2)c1 ?
NR2F2 inh: -22; TROY NFkB inh: -74; SRC3 inh: -34; NR5A2 inv ag: -64; Granule exo inh: -3; TWEAK-Fn14 inh: 9; SRC2 inh: -38; NOD2 RIPK2 PPI: 5; ABHD5 PLIN5 PPI: 9; TLR9-MyD88 inh: -6; NCOA1 inh: -50

What do the screens show for `CC(C)OC(=O)c1ccc(NC(=O)c2ccccc2)cc1`?
NR2F2 inh: -38; TROY NFkB inh: -35; SRC3 inh: -60; NR5A2 inv ag: -90; Granule exo inh: -2; TWEAK-Fn14 inh: -28; SRC2 inh: -33; NOD2 RIPK2 PPI: -13; ABHD5 PLIN5 PPI: 3; TLR9-MyD88 inh: 0; NCOA1 inh: -59

What do the screens show for `Cc1nc(-c2ccc(Cl)cc2)sc1C1(C)CC(c2c(Cl)cccc2Cl)=NO1` (stereo not given)?
NR2F2 inh: -11; TROY NFkB inh: -22; SRC3 inh: -2; NR5A2 inv ag: 1; Granule exo inh: 9; TWEAK-Fn14 inh: -3; SRC2 inh: 19; NOD2 RIPK2 PPI: 3; ABHD5 PLIN5 PPI: 0; TLR9-MyD88 inh: -4; NCOA1 inh: -16

How did CC(=O)NC(Cc1ccccc1C)C(=O)NC1CCN(C(=O)c2ccc(C)cc2)CC1 (stereo not given) do in these assays?
NR2F2 inh: 5; TROY NFkB inh: -6; SRC3 inh: 12; NR5A2 inv ag: 4; Granule exo inh: -1; TWEAK-Fn14 inh: 11; SRC2 inh: 8; NOD2 RIPK2 PPI: 5; ABHD5 PLIN5 PPI: 2; TLR9-MyD88 inh: -11; NCOA1 inh: 4

How did CCOc1ccc(NC(=O)[C@@H]2CCC(=O)N2C2OC(=O)c3ccccc32)cc1 (stereo not given in full) do in these assays?
NR2F2 inh: -18; TROY NFkB inh: -3; SRC3 inh: -1; NR5A2 inv ag: 8; Granule exo inh: 1; TWEAK-Fn14 inh: -8; SRC2 inh: -28; NOD2 RIPK2 PPI: -1; ABHD5 PLIN5 PPI: 6; TLR9-MyD88 inh: -17; NCOA1 inh: -35

Results for O=C(O)COc1ccccc1/C=N/NC(=O)CN1CCN(Cc2ccc(Cl)cc2)CC1 ?
NR2F2 inh: -7; TROY NFkB inh: 14; SRC3 inh: 9; NR5A2 inv ag: 8; Granule exo inh: -1; TWEAK-Fn14 inh: 7; SRC2 inh: 14; NOD2 RIPK2 PPI: 5; ABHD5 PLIN5 PPI: -6; TLR9-MyD88 inh: 7; NCOA1 inh: 11

How did Cc1ccc(NC(=O)c2cc(S(=O)(=O)N3CCCCC3)ccc2N2CCOCC2)cc1 do in these assays?
NR2F2 inh: -2; TROY NFkB inh: 1; SRC3 inh: -45; NR5A2 inv ag: 0; Granule exo inh: -1; TWEAK-Fn14 inh: 9; SRC2 inh: 14; NOD2 RIPK2 PPI: -8; ABHD5 PLIN5 PPI: 0; TLR9-MyD88 inh: -2; NCOA1 inh: 1

How did CC(C)NC(=O)c1cc2n(n1)C(C(F)(F)F)CC(c1ccco1)N2 (stereo not given) do in these assays?
NR2F2 inh: 8; TROY NFkB inh: -20; SRC3 inh: -18; NR5A2 inv ag: -2; Granule exo inh: 0; TWEAK-Fn14 inh: 0; SRC2 inh: -6; NOD2 RIPK2 PPI: -6; ABHD5 PLIN5 PPI: 1; TLR9-MyD88 inh: -3; NCOA1 inh: 13

How did CCC(C)C(NC(=O)C1CCC(C)CC1)C(=O)NCc1ccccn1 (stereo not given) do in these assays?
NR2F2 inh: 3; TROY NFkB inh: -13; SRC3 inh: 12; NR5A2 inv ag: 8; Granule exo inh: 2; TWEAK-Fn14 inh: 4; SRC2 inh: 4; NOD2 RIPK2 PPI: -5; ABHD5 PLIN5 PPI: 4; TLR9-MyD88 inh: -1; NCOA1 inh: 4

What do the screens show for `CN(CC(=O)Nc1ccc(OC(F)(F)F)cc1)C(=O)c1ccccc1SCC(=O)N1CCCC1`?
NR2F2 inh: 3; TROY NFkB inh: 3; SRC3 inh: 24; NR5A2 inv ag: -12; Granule exo inh: 2; TWEAK-Fn14 inh: -4; SRC2 inh: 7; NOD2 RIPK2 PPI: 1; ABHD5 PLIN5 PPI: -10; TLR9-MyD88 inh: -4; NCOA1 inh: -5

What do the screens show for `O=C(CSc1nc2ccccc2o1)Nc1nccs1`?
NR2F2 inh: -8; TROY NFkB inh: -26; SRC3 inh: -5; NR5A2 inv ag: -24; Granule exo inh: 3; TWEAK-Fn14 inh: -11; SRC2 inh: -18; NOD2 RIPK2 PPI: -12; ABHD5 PLIN5 PPI: -1; TLR9-MyD88 inh: 0; NCOA1 inh: -24

Bioassay records as filed in PubChem.
